TPT1 inhibitor = C. albicans TPT1 enzyme inhibition; recombinant caTPT1, FP RNA substrate dephosphorylation; inhibition, % at 5 µM; 0.81% of 300,000 active;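 active = inhibition above the mean of all tested compounds plus 3 SD, set per screening campaign, cut at about 24% in these data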;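 note: plate controls were DMSO alone for no effect and ferristatin control at 100 nM for full effect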
PP1 counter = blocks human PP1-alpha phosphatase, a PP5 counter-screen | 0.9% of 320,000 active | P62136 | purified PP1alpha, OMFP fluorescence | inhibition, % at 6.7 µM | AID 2235;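 active = inhibition above the mean inhibition of all tested compounds plus 3 SD, computed separately for each screening campaign, cut at about 15% in these data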
Target sequence (P62136 whole entry, looked up): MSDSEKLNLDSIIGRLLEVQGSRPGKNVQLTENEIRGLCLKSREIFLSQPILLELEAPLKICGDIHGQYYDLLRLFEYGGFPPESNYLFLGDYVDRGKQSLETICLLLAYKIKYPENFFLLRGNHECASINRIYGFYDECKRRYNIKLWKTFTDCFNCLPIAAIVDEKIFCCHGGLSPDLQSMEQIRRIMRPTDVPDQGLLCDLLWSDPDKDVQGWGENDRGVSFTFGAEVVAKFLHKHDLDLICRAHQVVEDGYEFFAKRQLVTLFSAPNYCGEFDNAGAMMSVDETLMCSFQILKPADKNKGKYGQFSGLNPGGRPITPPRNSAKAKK
CTSL1 counter = cathepsin L1 inhibition, PFM18AAP counter-screen | inhibition, % at 5.96 µM | AID 1906 | recombinant F. hepatica cathepsin L1, Z-Leu-Arg-MCA fluorescence | 0.49% of 300,000 active;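 active = inhibition above the mean of all tested compounds plus 3 SD, set per screening campaign, cut at about 17% in these data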;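 note: 0% = plate median of test compound wells and 100% = 1 µM Z-Phe-Ala-diazomethylketone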
HCV core dimer = HCV core protein dimerization inhibition; TR-FRET GST/Flag-core106 dimerization, 1536-well; inhibition, % at 5 µM; 0.33% of 300,000 active;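 active = inhibition above the mean of all tested compounds plus 3 SD, set per screening campaign, cut at about 45% in these data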
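System: GST/Flag-tagged HCV core106 proteins. Incubation: compound-protein-antibody incubation 4 h at 22.5 °C. Technique: HTRF with 340 nm excitation, 617/671 nm emission. Medium: KF-containing HEPES buffer, pH 7.45, DTT, CHAPS, BSA. Read-out: inhibition (%) from 671 over 617 nm ratio. Also added: Eu(K)-anti-GST 90 ng/mL plus XL665-anti-Flag 1 µg/mL.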
Efflux pump mplx = blocks antifungal efflux pumps in multiplex yeast assay | S. cerevisiae Candida pump triplex, Nile Red efflux | inhibition, % at 10 µM | 0.44% of 330,000 active;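 active = plate passing quality check with inhibition over a set limit, or well fluorescence over plate mean plus 4 SD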;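 note: Nile Red retained in pooled yeast measured as flow cytometry median fluorescence; 0% = buffer negative control and 100% = Enniatin B positive control; higher means more Nile Red kept so more efflux inhibition; some compounds called inactive have numbers as strong as hits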
PREPL inhibitor = inhibitors of human prolyl oligopeptidase-like enzyme PREPL; Q4J6C6; recombinant PREPL, fluorescence polarization activity-based probe; inhibition, % at 5.96 µM; 0.68% of 320,000 active; in the data active = inhibition above about 43%;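 note: 0% = enzyme with DMSO and 100% = wells lacking enzyme; many of its hits are not listed in these tables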
EBNA-1 inhibitor = blocks EBNA-1 binding to DNA; 0.34% of 300,000 active; inhibition, % at 14.8 µM; EBNA-1 DNA binding, fluorescence polarization; AID 1950; in the data active = inhibition above about 28%
PP5 primary = PP5 (human) phosphatase inhibition | inhibition, % at 6.7 µM | purified PP5c, OMFP substrate fluorescence | 0.18% of 320,000 active | P53041;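 active = inhibition above the campaign's mean inhibition across all tested compounds plus 3 SD, cut at about 9.5% in these data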;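 note: 0% = DMSO only and 100% = 100 µM cantharidin control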
Target sequence (P53041 whole entry, looked up): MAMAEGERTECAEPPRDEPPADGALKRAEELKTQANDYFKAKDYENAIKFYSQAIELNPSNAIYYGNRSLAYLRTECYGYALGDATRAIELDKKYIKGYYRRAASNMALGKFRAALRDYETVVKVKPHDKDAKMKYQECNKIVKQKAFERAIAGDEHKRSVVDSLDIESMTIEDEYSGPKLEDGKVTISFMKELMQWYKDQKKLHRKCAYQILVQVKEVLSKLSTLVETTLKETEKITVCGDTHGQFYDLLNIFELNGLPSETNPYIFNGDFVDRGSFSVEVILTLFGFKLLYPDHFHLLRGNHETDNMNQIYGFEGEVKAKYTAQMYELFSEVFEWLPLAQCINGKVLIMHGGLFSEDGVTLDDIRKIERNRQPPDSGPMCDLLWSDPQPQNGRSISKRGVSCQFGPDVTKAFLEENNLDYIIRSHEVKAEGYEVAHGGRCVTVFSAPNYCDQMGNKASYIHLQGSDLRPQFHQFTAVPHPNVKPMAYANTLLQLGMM
ZTA DNA inh = blocks Epstein-Barr virus ZTA, an EBNA-1 counter-screen | P03206 | ZTA-DNA binding, fluorescence polarization | inhibition, % at 11 µM | 0.15% of 320,000 active | AID 2234; in the data active = inhibition above about 33%
Target sequence (P03206 whole entry, looked up): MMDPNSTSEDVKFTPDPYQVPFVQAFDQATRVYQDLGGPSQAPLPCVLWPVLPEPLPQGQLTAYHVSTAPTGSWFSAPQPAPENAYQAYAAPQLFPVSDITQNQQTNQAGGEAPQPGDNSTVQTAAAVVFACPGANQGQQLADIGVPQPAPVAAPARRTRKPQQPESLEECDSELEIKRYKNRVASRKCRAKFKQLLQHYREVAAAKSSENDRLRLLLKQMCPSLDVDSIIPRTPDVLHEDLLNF
An asterisk follows results filed as active; . = not tested or not shown.

SMILES | TPT1 inhibitor | PP1 counter | CTSL1 counter | HCV core dimer | Efflux pump mplx | PREPL inhibitor | EBNA-1 inhibitor | PP5 primary | ZTA DNA inh
COc1ccccc1NC(=O)NC(=O)c1ccccc1 | 1 | 4 | 1 | 8 | 0.0 | -1 | -7 | 0.1 | -10
O=C(OCc1nnc(-c2ccccc2)o1)c1ccc(CO)cc1 | -1 | -1 | -5 | -1 | 0.0 | -4 | 1 | -3.0 | -3
O=C(Nc1nnc(-c2cccs2)s1)C1CC1 | 1 | -3 | 2 | 0 | 0.0 | 2 | 12 | 0.3 | 6
CC1=C(C(=O)Nc2ccc(Cl)cc2)C2(CCCCC2)C(C(N)=O)C(=S)N1 (centres undefined) | 3 | -2 | 3 | 3 | -0.3 | 5 | 22 | 2.7 | 21
Cc1cccc(NC(=O)C2CCN(S(=O)(=O)c3c(C)noc3/C=C/c3ccco3)CC2)n1 | 2 | -1 | -4 | 8 | -0.3 | -4 | 4 | 5.7 | -12
O=C(Nc1ccc(S(=O)(=O)Nc2ccccn2)cc1)c1cccc(Cl)c1 | 2 | -6 | -2 | 20 | 0.0 | -7 | 3 | 1.1 | 1
CC(C)CC(NC(=O)C1CCC(=O)N1C(=O)OCc1ccccc1)C(=O)NC(Cc1ccccc1)C(N)=O (centres undefined) | -4 | -2 | 6 | 6 | -0.1 | -1 | -8 | 0.4 | -1
Cc1cccc(N2C(N)=C(C#N)C(C#N)(C#N)C2c2ccccc2)c1 (centres undefined) | -1 | 7 | 2 | 1 | -0.1 | 6 | -2 | 4.5 | 8
COc1ccccc1-c1nnc(NC(=O)C(C)Sc2nncn2C)s1 (centres undefined) | -3 | -1 | 2 | -1 | 0.0 | -1 | 3 | -0.2 | -1
N#Cc1c(NC(=O)c2ccccc2)sc2c1CCCCC2 | 1 | 0 | 6 | 4 | -0.1 | 7 | -5 | -0.6 | 11
CCOC(=O)C1CCN(C(=S)Nc2ccc(C)cc2)CC1 | -5 | 8 | 0 | -3 | 0.1 | 3 | -11 | 0.3 | -9
CCOc1ccc2nc(NC(=O)c3ccco3)sc2c1 | 5 | 2 | 0 | 2 | 0.2 | 5 | 7 | 0.2 | -7
Cc1cc(C)c(N2C(=O)CCCC2=O)c(Cl)c1 | 4 | 3 | -4 | 0 | 0.2 | -3 | -2 | 5.0 | 9
O=C(COC(=O)/C=C/c1ccc(OC(F)F)cc1)NC1CCCC1 | . | -3 | . | . | -0.2 | 8 | . | 0.3 | -6
Cc1ccc(N2CCN(CC3CC=CCC3)CC2)cc1 (centres undefined) | 2 | 2 | 1 | -3 | 0.2 | 6 | -3 | 1.5 | -1
O=C(c1ccc2c(c1)OCO2)N1CCN(c2cccc(C(F)(F)F)c2)CC1 | -1 | 2 | 3 | 11 | 0.1 | 14 | -8 | 2.6 | -2
O=C(CCS(=O)(=O)c1ccc(Br)cc1)Nc1ccccc1Cl | -1 | -1 | -3 | -6 | 0.1 | -16 | 4 | -2.4 | -10
O=C(Nc1cccc([N+](=O)[O-])c1)c1ccc(CSc2ccccc2)cc1 | -3 | 5 | -3 | 3 | -0.1 | 2 | 10 | 2.0 | -4
CCO[C@H]1OC(C(=O)N2CCN(Cc3ccc4c(c3)OCO4)CC2)=C[C@@H](c2csc3ccccc23)[C@@H]1CCCO | 3 | -2 | 0 | 2 | 0.3 | 54* | 0 | 6.3 | -16
COc1cc(/C=N/NC(=O)c2nonc2N)cc(OC)c1OC | -2 | -3 | 9 | 13 | -0.1 | 2 | 10 | 0.9 | 13
COc1cc(OC)cc(C(=O)N[C@H](C(=O)OCC(N)=O)C(C)C)c1 | -3 | -3 | -14 | -6 | 0.0 | -4 | 3 | 2.9 | -11
O=C(CSc1nnc(Nc2ccccc2)s1)Nc1cccnc1Cl | -1 | 0 | -2 | -1 | -0.1 | -4 | 6 | 1.0 | -13
Cc1ncc(S(=O)(=O)c2ccccc2)c(-c2ccccc2Cl)n1 | 0 | -3 | 2 | 2 | 0.1 | 2 | -5 | 1.1 | 4
CCc1nc(SCC(=O)Nc2ccc(F)cc2F)c2c(=O)n(C)c(=O)n(C)c2n1 | -1 | -1 | 0 | 7 | 0.0 | -4 | 1 | 3.0 | 4
CCc1ccc(NC(=O)COc2ccc(Br)cn2)cc1 | -1 | -3 | 1 | -4 | 0.1 | 0 | -7 | -0.1 | -9
CS(=O)(=O)N1CCN(c2ccc(C(=O)N3CCOCC3)cc2[N+](=O)[O-])CC1 | 1 | 0 | 0 | 1 | 0.0 | 2 | -6 | 1.9 | 12
COc1ccccc1C/C(N)=N/OC(=O)COc1ccccc1C | 2 | 0 | -19 | 4 | 0.1 | -15 | -6 | 3.6 | -5
Cc1cc(C(=O)COC(=O)C2CCN(C(=O)c3ccc(Cl)cc3)CC2)c(C)n1CC1CCCO1 (centres undefined) | 2 | 2 | -1 | 9 | -0.3 | 7 | 2 | -0.4 | -4
O=C(Cn1cnc2c(nnn2Cc2ccccc2)c1=O)N1CCCc2ccccc21 | -2 | -1 | 1 | 5 | 0.0 | -4 | 16 | -1.8 | 12
CCOc1ccccc1NC(=S)N1CCCc2ccccc21 | 1 | 2 | -2 | 0 | 0.0 | 8 | 2 | 1.3 | 10
Cc1ccc(NC(=S)N2CCCC(O)C2)cc1 (centres undefined) | -1 | -6 | -2 | -16 | 0.0 | -2 | -6 | -1.5 | 3
CN(CC(=O)Nc1ccc(S(=O)(=O)N2CCCC2)cc1)Cc1ccc(Cl)c(Cl)c1 | -3 | 2 | 2 | 5 | 0.0 | 13 | 3 | 1.9 | -6
C=CCn1c(SCC(=O)NC(=O)Cc2ccccc2)nc2ccccc2c1=O | . | -7 | . | . | -0.1 | -5 | . | 0.8 | -3
CC(C)Oc1ccc(C(=O)Nc2ncn[nH]2)cc1 | -2 | -4 | -2 | 7 | 0.0 | -3 | -5 | 1.6 | -20
CCn1nc(C)c(CNC(=O)CC2C(=O)NCCN2CC(C)C)c1C (centres undefined) | -6 | -2 | 6 | -3 | 0.0 | -1 | 1 | 0.4 | 11
CN(/N=C/c1cc(Br)cc(Br)c1O)c1ccccc1 | -6 | 0 | 6 | -3 | 0.1 | 12 | -7 | 2.4 | -11
O=C(c1cccs1)N1CCCC1 | -4 | 0 | 6 | -1 | -0.1 | -1 | 5 | -0.1 | -12
CC(=O)Nc1ccc(NC(=O)C(C)OC(=O)CCC2CCCC2)cc1 (centres undefined) | -3 | -4 | -7 | -3 | 0.1 | 0 | 0 | -0.7 | -2
C=CCOC(=O)C1=C(C)NC(=O)NC1c1ccc(N(C)C)cc1 (centres undefined) | 2 | -5 | -2 | -8 | -0.1 | -12 | -7 | 2.3 | 2
O=C(NCCO)c1ccc2nc(-c3ccco3)c(-c3ccco3)nc2c1 | -12 | 2 | 9 | -5 | -0.1 | 17 | 3 | 0.4 | 8
O=C(NC1CC1)c1cccc(Nc2ccc(-c3ccc4c(c3)OCCO4)nn2)c1 | -3 | -6 | 4 | 0 | -0.8 | 26 | 3 | 6.0 | -1
COc1cc2c(cc1OC)CN(C(=S)Nc1ccc(Cl)cc1)CC2 | -3 | 3 | -2 | -9 | 0.0 | -6 | 9 | 1.7 | -3
CC(=O)Oc1ccc(C(=O)Nn2cnnc2)cc1 | -1 | -2 | -4 | 0 | 0.1 | 1 | -5 | -2.2 | -8
CCOC(=O)CCCNC(=O)CN1C(=O)NC(CCc2ccccc2)C1=O (centres undefined) | -2 | -1 | -6 | -2 | 0.0 | 4 | 2 | 2.2 | -1
O=C(NCCc1ccccc1)c1ccccc1NC(=O)C1CCCO1 (centres undefined) | 0 | -5 | 3 | 5 | -0.1 | -4 | 2 | 1.9 | -10

Whole records as entered above:
CN(CC(=O)Nc1ccc(S(=O)(=O)N2CCCC2)cc1)Cc1ccc(Cl)c(Cl)c1 is listed as TPT1 inhibitor = -3; PP1 counter = 2; CTSL1 counter = 2; HCV core dimer = 5; Efflux pump mplx = 0.0; PREPL inhibitor = 13; EBNA-1 inhibitor = 3; PP5 primary = 1.9; ZTA DNA inh = -6
CC(C)Oc1ccc(C(=O)Nc2ncn[nH]2)cc1 is listed as TPT1 inhibitor = -2; PP1 counter = -4; CTSL1 counter = -2; HCV core dimer = 7; Efflux pump mplx = 0.0; PREPL inhibitor = -3; EBNA-1 inhibitor = -5; PP5 primary = 1.6; ZTA DNA inh = -20

(list continues)
SMILES | TPT1 inhibitor | PP1 counter | CTSL1 counter | HCV core dimer | Efflux pump mplx | PREPL inhibitor | EBNA-1 inhibitor | PP5 primary | ZTA DNA inh
O=C(NCC(O)c1ccc([N+](=O)[O-])cc1)Nc1ccccc1 (centres undefined) | -4 | -3 | 2 | -1 | 2.4 | 2 | -10 | -3.6 | 1
Cn1c(-c2ccccc2)cnc1SCC(=O)N1CCCCC1 | -1 | -1 | -5 | -4 | 0.0 | 11 | -11 | 1.2 | -31
CC(C)(C)N(CC#CCC(O)(c1ccccc1)c1ccccc1)CCO | 3 | -4 | 1 | 2 | 0.1 | 13 | 0 | -1.9 | 12
Cn1c(=O)[nH]c(=O)c2c1nc(NCCCn1ccnc1)n2Cc1cccc(Br)c1 | -4 | 1 | 5 | -2 | -0.1 | 14 | -2 | -0.9 | -3
Cn1ncc(Cl)c1C(=O)Nc1ccc2c(c1)OCO2 | 4 | 0 | 0 | 2 | 0.0 | 10 | -10 | -1.2 | -13
CCCn1c(SCC(=O)NC2CCCc3ccccc32)n[nH]c1=O (centres undefined) | -2 | -2 | -5 | 0 | 0.3 | -2 | 6 | 0.4 | 24
CC(=O)NC(CC(=O)N(C)Cc1c(F)cccc1Cl)c1ccccc1 (centres undefined) | -2 | -3 | -8 | -5 | -0.2 | 0 | 3 | 0.8 | -14
COC(CC(=O)NNC(=S)Nc1ccccc1)OC | -1 | -1 | 0 | 2 | -0.1 | -2 | 1 | 0.8 | 12
O=C(COC(=O)CNS(=O)(=O)c1ccc2ccccc2c1)Nc1ccc2c(c1)OCO2 | 0 | 1 | -20 | 2 | 0.0 | 5 | 4 | 0.2 | 0
Nc1nnc(SCc2cc3c(cc2Cl)OCO3)s1 | -2 | 3 | -2 | 5 | 0.0 | -1 | 1 | 0.8 | 4
CN(C)CCSc1nnc(-c2ccccc2)o1 | -6 | 6 | -4 | 2 | 0.0 | -7 | -21 | 0.6 | -18
O=C(CCC(=O)Nc1ccc(Oc2ccccc2)cc1)NCCO | 2 | -1 | 1 | -1 | -0.1 | 0 | -12 | -0.3 | 8
CC(=O)NNc1cc(C)nc(N)n1 | 0 | -6 | -1 | -1 | 0.0 | 9 | 2 | 0.9 | -12
Cc1noc(C)c1C(=O)NCc1cccs1 | -4 | 4 | 3 | -5 | -0.2 | -4 | -11 | 1.4 | -8
Cc1ccc2nc(NC(=O)CN3C(=O)NC4(CCCCC4)C3=O)sc2c1 | 2 | -2 | -2 | 3 | 0.1 | -2 | 6 | 0.4 | 15
CCN(C#N)c1nc(NC(C)C)nc(NC(C)(C)C)n1 | 5 | -1 | -2 | -9 | 0.2 | 4 | -6 | -1.9 | -4
Cc1c(Br)c(-c2n[nH]c(=S)n2Cc2ccco2)nn1C | -3 | -1 | 1 | 1 | 0.0 | 20 | 3 | -2.1 | -10
Cc1nc2c(sc(=S)n2Cc2ccco2)c(=O)n1CC(=O)Nc1cc(F)ccc1F | -3 | 1 | -2 | 9 | 0.4 | 20 | -6 | -1.0 | -20
O=C(NC(=O)N1CCN(c2cccc(Cl)c2)CC1)c1ccc(Cl)cc1 | -4 | 1 | -7 | -3 | -3.9 | -3 | -2 | 2.1 | -7
Cc1ccc(-n2c(C)cc(C(=O)CSc3nncs3)c2C)cc1 | 3 | 0 | 11 | 10 | -0.1 | 3 | -2 | 3.5 | -12
Cc1ccc(NC2CCCN(C(=O)C3CCCC3)C2)cc1C (centres undefined) | -2 | -3 | 2 | -1 | 0.0 | 26 | 11 | 1.0 | 1

Screens deposited in PubChem by several laboratories.

These rows are one share of the data; rates above refer to the full screens.
